TbREL1 primary: TbREL1 RNA ligase inhibitors, primary screen, biochemical, FRET fluorescence. AID 1117264, 2014. inhibition, % at 9.66 µM. RNA-editing ligase 1, mitochondrial (Trypanosoma brucei brucei), P86926. TbREL1 RNA ligation. 89,000 tested, 0.49% active;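 active = inhibition above the mean inhibition across all screened compounds plus 3 SD, cut at about 11% in these data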;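 note: 0% = plate median of test wells and 100% = NSC42067 control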
Target sequence (P86926 whole entry, looked up): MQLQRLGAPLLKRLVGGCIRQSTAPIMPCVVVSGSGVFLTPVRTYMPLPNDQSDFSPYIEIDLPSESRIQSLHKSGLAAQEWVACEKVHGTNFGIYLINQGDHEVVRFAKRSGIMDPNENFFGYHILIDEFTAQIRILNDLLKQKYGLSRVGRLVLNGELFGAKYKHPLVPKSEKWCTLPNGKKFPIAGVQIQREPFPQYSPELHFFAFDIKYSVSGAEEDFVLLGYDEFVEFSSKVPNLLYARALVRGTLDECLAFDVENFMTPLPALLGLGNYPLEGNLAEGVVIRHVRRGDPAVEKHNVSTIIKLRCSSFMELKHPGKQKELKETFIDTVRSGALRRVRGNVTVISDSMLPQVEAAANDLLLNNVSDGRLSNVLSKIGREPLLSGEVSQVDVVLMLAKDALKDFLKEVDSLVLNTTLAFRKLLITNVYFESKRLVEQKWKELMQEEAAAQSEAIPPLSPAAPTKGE
* hit, by the source's call. Not all compounds are listed; the hit share may differ from the screen's.

TbREL1 primary | SMILES
15* | CCN(Cc1ccccc1)S(=O)(=O)c1ccc(C(=O)N(CCCN(C)C)c2nc3cc(C)cc(C)c3s2)cc1
0 | CCCCc1nnc(SC(C)C(=O)Nc2nccs2)n1C (stereo unspecified)
-1 | C=CCNC(=O)CN(C(=O)c1csc2ccc(Cl)cc12)c1cccc(Br)c1
3 | NS(=O)(=O)c1ccc(CCNC(=O)C2COc3ccccc3O2)cc1 (stereo unspecified)
0 | Cc1cccc(NC(=O)Nc2c(C)n(C)n(-c3ccccc3)c2=O)c1C
0 | O=C(CSc1nnc(NCc2ccccc2)s1)N1CCOCC1
4 | CCN(C(=O)COC(=O)c1cc(-c2ccccc2)nc2ccc(Br)cc12)C1CCS(=O)(=O)C1 (stereo unspecified)
1 | COc1ccc(-c2cc(C(F)(F)F)nc(-n3ccnc3)n2)cc1
0 | COc1ccc(NC(=O)C2CCCN(S(=O)(=O)c3cccc4cccnc34)C2)c(OC)c1 (stereo unspecified)
-2 | CC(C)CN(C(=O)CSc1nnc2ccccn12)c1c(N)n(CC(C)C)c(=O)[nH]c1=O
1 | CC1CCCN(CCC(=O)c2ccc(Br)cc2)C1 (stereo unspecified)
1 | Cc1ccc(NC(=O)CCNS(=O)(=O)c2ccc(Br)s2)cc1
-2 | CCCCn1c(N)c(N(CC(C)C)C(=O)COC(=O)Cc2c(C)nc3ccccc3c2C)c(=O)[nH]c1=O
-3 | CCCCn1c(SCC(=O)Nc2cc(C)on2)nnc1-c1ccncc1
-4 | Cc1cccc2cc(-c3nc4c(C)cccn4c3NCc3ccco3)c(=O)[nH]c12
-1 | CN(C)CCOCCP(=O)(c1ccccc1)c1ccccc1
-4 | CC(=O)N1CCN=C1SCc1ccc(Cl)cc1
3 | Cc1nn(-c2ccccc2)c(-c2ccccc2[N+](=O)[O-])c1C(=O)O
-1 | C/C(=N/OC(=O)c1ccc(C)cc1)c1cccs1
2 | CC(C)N(Cc1ccccc1)C(=O)COC(=O)c1ccc(S(=O)(=O)N2CCOCC2)cc1
-2 | COc1ccc(OC)c(Nc2ccc(Nc3cc(OC)ccc3OC)nn2)c1
-1 | CSc1nc(=O)n2cccc(C)c2n1
7 | CC(C)N1CCc2c(sc(NC(=O)c3nc4ccccc4s3)c2C(N)=O)C1
0 | CN(C)S(=O)(=O)N(CC(=O)Nc1cccc(F)c1)c1ccccc1
2 | NC(=O)N/N=C/c1coc2ccc(O)cc2c1=O

The last 2 compounds of the section above open the next one:
TbREL1 primary | SMILES
0 | CN(C)S(=O)(=O)N(CC(=O)Nc1cccc(F)c1)c1ccccc1
2 | NC(=O)N/N=C/c1coc2ccc(O)cc2c1=O
-4 | Cc1cccc(C(=O)Oc2ccc(/C=N/NC(=O)c3ccc(O)cc3)cc2)c1
3 | Cn1c2ccccc2c(=O)c2cc(C#CC3=CCCCC3)ccc21
-2 | CCOc1ccc(CNC(=O)c2ccc(Sc3ccc(C)cc3)c(NC(C)=O)c2)cc1
0 | CC1=[N+]([O-])C(C)(C)N(O)C1(C)C
0 | CC(=O)OCC1OC(OCc2cn(C[C@H]3CC[C@H](Cn4cc(COC5OC(COC(C)=O)C(OC(C)=O)C(OC(C)=O)C5OC(C)=O)nn4)O3)nn2)C(OC(C)=O)C(OC(C)=O)C1OC(C)=O (stereo partly specified)
1 | O=C1COc2ccc(C(=O)COC(=O)CCc3ccc(S(=O)(=O)N4CCOCC4)cc3)cc2N1
-2 | COc1ccc(N2C(=O)NC3CC2(C)Oc2ccc(Br)cc23)cc1OC (stereo unspecified)
-4 | Cc1ccc(N(C(=O)CS(=O)CC(=O)Nc2ccc(F)cc2)C(C)C(=O)NC(C)(C)C)cc1 (stereo unspecified)
0 | COc1cc2sc(C)nc2c2sccc12
6 | C[C@@H]1CN([C@@H](C)CO)C(=O)CCCn2nncc2CO[C@@H]1CN(C)C(=O)Nc1ccccc1C(F)(F)F
4 | COc1ccccc1C(=O)N/C(=C/c1ccco1)C(=O)Nc1cccc(C(=O)O)c1
-4 | COC(=O)[C@]1(Cc2ccccc2)N[C@H](CN(C)S(=O)(=O)c2ccc(F)cc2)[C@@H]2C(=O)N(Cc3ccccc3)C(=O)[C@@H]21
-3 | COc1ccc(-n2c(COc3cccc4ccccc34)nnc2SCC(=O)NCc2ccco2)cc1
-2 | COc1ccc2c(c1)[C@@]1(OCCC=C[C@H]1C)C(=O)N2Cc1ccc(Br)cc1
1 | CN1C(=O)C(O)(CC(=O)/C=C/c2ccco2)c2ccccc21 (stereo unspecified)
-4 | CCC(Sc1nc2ccsc2c(=O)n1Cc1ccc(C(=O)O)cc1)C(=O)Nc1cccc(OC)c1 (stereo unspecified)
0 | Cc1ccc(SCc2cc(=O)[nH]c(N3CCCCC3)n2)cc1
1 | CNC(=O)/C(=C/c1ccc2c(c1)OCO2)NC(=O)c1ccc(Br)cc1
-3 | COc1ccccc1NC(=O)CCN1C(=O)c2ccccc2S1(=O)=O
11 | N=c1c[n+](-c2ccc(Cl)cc2)[n-]o1
-4 | CC(=O)c1ccc(NC(=O)Nc2ncn(Cc3cccc(C)c3)n2)cc1
0 | O=C(CN(C(=O)CNC(=O)c1cccs1)c1ccccc1)NC1CCCCC1
11 | Cc1cccc(CNc2ncnc3ccc(-c4ccc5c(c4)OCO5)cc23)c1
-3 | CCOC(=O)[C@]12CCC=C1N(CCC1=CCCCC1)C(=O)[C@H](CC(=O)NCc1ccc(OC)c(OC)c1)C2
-1 | CCCC(=O)Nc1nn(C)c2nc3c(C)cccc3cc12

Quoted at random: seven compounds from above, in no set order.
TbREL1 primary | SMILES
4 | COc1ccccc1C(=O)N/C(=C/c1ccco1)C(=O)Nc1cccc(C(=O)O)c1
-4 | COC(=O)[C@]1(Cc2ccccc2)N[C@H](CN(C)S(=O)(=O)c2ccc(F)cc2)[C@@H]2C(=O)N(Cc3ccccc3)C(=O)[C@@H]21
1 | O=C1COc2ccc(C(=O)COC(=O)CCc3ccc(S(=O)(=O)N4CCOCC4)cc3)cc2N1
-3 | COc1ccccc1NC(=O)CCN1C(=O)c2ccccc2S1(=O)=O
6 | C[C@@H]1CN([C@@H](C)CO)C(=O)CCCn2nncc2CO[C@@H]1CN(C)C(=O)Nc1ccccc1C(F)(F)F
3 | Cn1c2ccccc2c(=O)c2cc(C#CC3=CCCCC3)ccc21
0 | COc1cc2sc(C)nc2c2sccc12

Gathered by group, the compounds so far containing an NH in an aromatic ring
TbREL1 primary | SMILES
-2 | CC(C)CN(C(=O)CSc1nnc2ccccn12)c1c(N)n(CC(C)C)c(=O)[nH]c1=O
-2 | CCCCn1c(N)c(N(CC(C)C)C(=O)COC(=O)Cc2c(C)nc3ccccc3c2C)c(=O)[nH]c1=O
-4 | Cc1cccc2cc(-c3nc4c(C)cccn4c3NCc3ccco3)c(=O)[nH]c12
0 | Cc1ccc(SCc2cc(=O)[nH]c(N3CCCCC3)n2)cc1

More results follow.
TbREL1 primary | SMILES
7 | O=C(NCCN1CCC(Cc2ccccc2)CC1)C1CCCN(S(=O)(=O)c2ccc(Br)s2)C1 (stereo unspecified)
-4 | Cc1ccc(C(=O)Cn2c(=N)n(CCN3CCOCC3)c3ccccc32)cc1
0 | CCc1ccc(/C=C2/SC(=S)N(CCC(=O)Nc3cccc(C(=O)O)c3)C2=O)cc1
2 | O=C(NCc1ccccc1)c1onc(CS(=O)(=O)c2ccccn2)c1C(=O)NCc1ccccc1
-4 | CCCCCCCCN1C(=O)[C@@H](CC(=O)NCCCOC)C[C@@]2(C(=O)OC)C1=C[C@H](C(C)C)O[C@@H]2C1CC1
3 | O=c1ccnc2n1COCS2
4 | CCCc1nnc(NC(=O)CCC(=O)N2CCN(c3ccccc3)CC2)s1
-1 | CC1(c2nnc(-c3ccccc3)o2)CC(c2ccc(F)cc2)=NO1 (stereo unspecified)
-1 | C[C@H](NC(=O)c1ccc(Cl)c(S(=O)(=O)N2CCOCC2)c1)c1nc2ccccc2[nH]1
-3 | CCOC(CNC(=O)CN1C(=O)COc2ccc(S(=O)(=O)N3CC(C)CC(C)C3)cc21)OCC (stereo unspecified)
-1 | Cc1c(C(=O)NC(=S)Nc2ccc3c4c(cccc24)CC3)cccc1[N+](=O)[O-]
1 | O=C(N/N=C/c1ccc(O)c([N+](=O)[O-])c1)C(O)(c1ccccc1)c1ccccc1
2 | C(=N\Nc1nncc2ccccc12)/c1cccnc1
-4 | COc1ccc(NC(=O)NC2(C(=O)N3CCN4CCCC4C3)CCCCC2)cc1 (stereo unspecified)
-4 | COC(=O)[C@]12C[C@H](CC(=O)NCCC(C)C)C(=O)N(Cc3ccc(Cl)cc3Cl)C1=C[C@H](C(C)C)O[C@@H]2C1CC1
-2 | Cn1c(N)c(C(=O)CSc2nc3ccccc3[nH]2)c(=O)n(C)c1=O
3 | CCCOc1c(Br)cc(C(=O)OCc2cc(=O)n3ccsc3n2)cc1OC
2 | C=CCOC(=O)C1=C(C)N=c2sc(=C3C(=O)N(CC(=O)O)c4ccccc43)c(=O)n2C1c1ccc(OC)cc1 (stereo unspecified)
-1 | Cc1cccc(NC(=O)N2CCC(NC(=O)C3CCCCC3)CC2)c1
-1 | CCCN(CCC)CC(O)CN1C(=O)N(CN2C(=O)N(CC(O)CN(CCC)CCC)C(=O)C2(C)C)C(C)(C)C1=O (stereo unspecified)
0 | COC(=O)c1ccc2nc(-c3ccc(Cl)cc3)c(Cc3cccc(Cl)c3)n2c1
-3 | Cc1nnc(SCC(=O)N(Cc2ccccc2)C(C)C)n1-c1ccccc1
1 | CN(C)CCN1CCN(C2CN(Cc3cn(Cc4ccc(F)cc4)nn3)S(=O)(=O)C2)CC1 (stereo unspecified)
10 | Cc1ccccc1C(=O)NC1CCN(Cc2nnnn2C(C)(C)C)CC1
1 | O=C1Nc2cc(S(=O)(=O)N3CCCC3)ccc2N2CCCC12 (stereo unspecified)

(cont.)
TbREL1 primary | SMILES
2 | C#CCOCCOCCOCCNc1nc(N2CCN(C(=O)Cn3cc(CCCN=C(N)N)nn3)CC2)nc(N2CCN(C(=O)[C@H](C(C)C)n3cc(CCO)nn3)CC2)n1
0 | COC(=O)c1ccc2nc(-c3cccc(Cl)c3)c(Cc3ccccc3)n2c1
-2 | Cc1cc2cc(CCNC(=O)CC(C)(C)C)c(=O)[nH]c2cc1C
-2 | CC1(C)Cc2nc(-c3ccccc3)nc(SCC(O)CO)c2CO1 (stereo unspecified)
0 | Cc1ccc(C)c(NC(=O)CN(C)C(=O)/C=C/c2ccco2)c1
0 | Cc1ccn2c(=O)nc(SCC(=O)NCc3ccc4c(c3)OCO4)nc2c1
1 | COc1ccc(-c2c(-c3ccccc3OC)sc3ccccc23)cc1OC
3 | O=C1c2cccc3cccc(c23)C(=O)N1c1ccccn1
-1 | O=C1C2C3C=CC(CC3)C2C(=O)N1c1ccc(Br)cc1[N+](=O)[O-] (stereo unspecified)
5 | O=C(CN1CCN(c2nc(-c3ccc(Cl)cc3)cs2)CC1)NCc1ccco1
0 | COc1cccc2sc(=NC(=O)CCS(=O)(=O)c3ccc(C)cc3)n(C)c12
0 | O=C(Nc1cc(Cl)ccc1N1CCOCC1)c1ccc2c(c1)OCCO2
-5 | C/C(=N/Nc1nc(-c2ccccc2)c(CC(=O)O)s1)c1ccccc1
-1 | Cc1ccc(OC(=O)c2ccc(C)c(C)c2)cn1
2 | CCOC(=O)C1CCN(Cc2ccc(N(C)C)cc2)CC1
-1 | O=c1oc2c(CN3CCOCC3)c(O)ccc2c2ccccc12
-1 | COc1ccccc1OC(C)C(=O)Nc1ccccc1C(=O)NCC1CCCO1 (stereo unspecified)
0 | O=C(O)c1c2c(nc3ccc(S(=O)(=O)N4CCC(C(=O)NC5CCCC5)CC4)cc13)CCCCC2
-6 | CCN(CCNC(=O)C1CCCN(S(=O)(=O)c2cnc[nH]2)C1)c1ccccc1 (stereo unspecified)
-1 | Cc1cc(C)nc(N2CCN(C(=O)CSc3nc4ccccc4nc3N3CC(C)OC(C)C3)CC2)n1 (stereo unspecified)
1 | FC(F)(F)c1nnc2c(Sc3ccccn3)nc3ccccc3n12
-1 | Oc1ccccc1/C=N/Nc1ccnc(SCc2ccccc2)n1
1 | O=C(O)c1ccccc1P(=O)(c1ccccc1)c1ccccc1
0 | NC(=O)c1ccc(NCc2ccco2)c([N+](=O)[O-])c1
0 | CC1=C(C(=O)Nc2ccccc2)C(c2ccncc2)n2nnnc2N1 (stereo unspecified)

(list continues)
TbREL1 primary | SMILES
1 | Cn1c(SCCS(=O)(=O)c2ccc(Cl)cc2)nnc1-c1ccccc1
0 | Cc1cc(N2CCN(C(c3ccnc4ccccc34)c3nnnn3-c3c(C)cccc3C)CC2)c2ccccc2n1 (stereo unspecified)
4 | O=S(=O)(c1cccc2cccnc12)N1CCC(c2cn3ccccc3n2)CC1
-4 | COC(=O)/C(=N/Nc1ccccc1OC)N1CCCc2ccccc21
3 | NC(=O)COc1ccc2oc(-c3ccccc3)cc(=O)c2c1
-3 | Oc1ccccc1-c1nc(NCCN2CCOCC2)c2ccccc2n1
8 | C#CCOCCOCCOCCNc1nc(N2CCN(C(=O)C([C@@H](C)O)n3cc([C@@H](N)CCCCN)nn3)CC2)nc(N2CCN(C(=O)[C@H](CO)n3cc([C@@H](N)C(C)C)nn3)CC2)n1 (stereo partly specified)
-1 | CCCCNC(=O)COC(=O)c1cc(S(=O)(=O)N2CCCCCC2)ccc1OC
-1 | Cc1cc(C(=O)NNC(=O)c2cccc(Cl)c2)no1
0 | Cc1ccc(CN2C(=O)C(CC(C)C)Nc3ncnc(N4CCN(c5ccccc5)CC4)c32)cc1 (stereo unspecified)
1 | COC(=O)COc1ccc(C2NC(=O)NC(C)=C2C(=O)NCc2ccccc2)cc1OC (stereo unspecified)
1 | COc1ccc(/C=N/NC(=O)c2cc(OC)c(OC)c(OC)c2)cc1CN1CCc2cc(OC)c(OC)cc2C1C (stereo unspecified)
1 | Cc1ccc(/C=C/C(=O)Nc2sc(C)c(C)c2C(=O)OC(C)C)o1
-3 | COc1cccc(N(CC(=O)NC2CCCCC2)C(=O)CCC(=O)Nc2nccs2)c1
3 | COC(=O)c1sc2ccccc2c1-n1cccc1C(=O)C(=O)Nc1ccc(C)cc1

Assay outcomes deposited in PubChem by The Scripps Research Institute Molecular Screening Center.
